Assay outcomes deposited in PubChem by several laboratories.
STAT3 activator = increases IL-6 driven STAT3 reporter signal. U3A cells, IL-6 STAT3-luciferase reporter, luminescence; 100% = signal with IL-6 EC80 alone. activation (% of control), % at 5.6 µM. 190,000 tested, 0.91% active;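 active means activation above the screen-wide mean of compound activation plus 3 SD, cut at about 130% in these data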;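 further: 0% = background luminescence of wells with medium and substrate only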
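Assay system – human STAT1-deficient U3A cells with stable STAT3-luciferase reporter · Also added – IL-6 (33 ng/mL) · Schedule – compound 1 h, then IL-6 6 h at 37 °C · Technique – reporter luminescence signal · Evaluation – % activation versus median of IL-6-stimulated wells · Benchmarks – IL-6-only wells as 100% reference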
TNAP act hiacc = activators of human TNAP at high phosphate acceptor concentration | purified TNAP, CDP-star luminescence, 1 M DEA, 30 min; active compounds read high; 0 = EDTA background, 1 = DMSO-only activity | AID 1136 | P05186 | 200,000 tested, under 10 active | activation factor at 20 µM;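 active means activation factor at least 2 at 20 µM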
Target sequence (P05186 whole entry, looked up): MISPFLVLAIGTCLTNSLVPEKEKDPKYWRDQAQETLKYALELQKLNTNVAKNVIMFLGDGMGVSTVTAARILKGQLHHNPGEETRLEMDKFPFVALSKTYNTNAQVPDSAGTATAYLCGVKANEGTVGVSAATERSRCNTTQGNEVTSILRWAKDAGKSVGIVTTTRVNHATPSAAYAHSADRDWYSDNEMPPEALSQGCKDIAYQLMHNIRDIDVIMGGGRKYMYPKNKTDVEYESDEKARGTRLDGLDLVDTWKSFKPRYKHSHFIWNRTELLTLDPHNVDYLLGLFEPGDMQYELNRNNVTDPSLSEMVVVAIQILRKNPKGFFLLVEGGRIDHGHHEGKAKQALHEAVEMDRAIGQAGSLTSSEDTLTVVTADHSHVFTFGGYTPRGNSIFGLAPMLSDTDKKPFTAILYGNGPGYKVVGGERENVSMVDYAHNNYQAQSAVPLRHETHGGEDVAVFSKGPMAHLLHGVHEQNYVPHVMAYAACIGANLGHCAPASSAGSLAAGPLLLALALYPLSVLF
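Test system – human TNAP · Doses – 20 µM single point · Incubation – 30 min, room temperature · Signal – luminescent substrate turnover signal · Read-out basis – activation factor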
PPARg SRC-2 ag = agonists of SRC-2 recruitment by human PPARgamma | P37231 | PPARgamma LBD-SRC-2 recruitment, biochemical | activation, % at 8 µM | 200,000 tested, 0.34% active; in the data active means activation above about 22%;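 further: 0% = vehicle and 100% = reference agonist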
STAT3 inh = inhibitors of IL-6 induced STAT3 signaling | U3A cells, IL-6 STAT3-luciferase reporter, luminescence; host cell line lacks STAT1 | inhibition, % at 5.5 µM | 190,000 tested, 0.89% active | AID 862;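 active means inhibition above the mean inhibition across all screened compounds plus 3 SD, cut at about 44% in these data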;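 further: 0% = DMSO only wells and 100% = 100 µM nifuroxazide control wells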
ROMK mod = human ROMK K+ channel modulation, primary screen; P48048; Tet-inducible ROMK, thallium flux fluorescence; actives lie on both sides; B-score at 10 µM; 130,000 tested, 2% active; AID 1918;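 active means signal ratio slope over the read window, or its plate-corrected B-score, at least 3 SD from the plate mean, either direction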;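 further: B-score of the F/F0 ratio slope over 7 to 12 s after thallium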
Target sequence (P48048 whole entry, looked up): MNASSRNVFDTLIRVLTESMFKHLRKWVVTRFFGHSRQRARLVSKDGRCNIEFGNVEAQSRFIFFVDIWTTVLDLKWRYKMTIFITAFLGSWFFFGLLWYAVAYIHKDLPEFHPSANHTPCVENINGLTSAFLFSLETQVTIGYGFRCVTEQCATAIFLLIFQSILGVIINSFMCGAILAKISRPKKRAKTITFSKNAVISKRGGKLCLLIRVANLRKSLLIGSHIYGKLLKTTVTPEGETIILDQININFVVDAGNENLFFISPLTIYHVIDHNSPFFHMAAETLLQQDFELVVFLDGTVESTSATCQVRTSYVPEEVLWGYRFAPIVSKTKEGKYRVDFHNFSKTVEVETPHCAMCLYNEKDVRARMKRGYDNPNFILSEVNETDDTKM
PPARg SRC1 recr = promotes SRC-1 coactivator recruitment by human PPARgamma; P37231; PPARgamma-SRC-1 coactivator recruitment biochemical assay; activation, % at 8 µM; 200,000 tested, 0.41% active; AID 631; in the data active means activation above about 19%;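 further: 0% = DMSO and 100% = reference agonist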
PPARg SRC-3 ag = promotes SRC-3 coactivator recruitment by human PPARgamma; P37231; biochemical PPARgamma/SRC-3 coactivator recruitment assay; activation, % at 8 µM; 200,000 tested, 0.26% active; in the data active means activation above about 23%;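 further: 0% = DMSO and 100% = reference agonist; some compounds past the cut are filed as inactive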
STAT1 inh = STAT1 signaling inhibition; NIH 3T3 STAT1-luciferase reporter, IFN-gamma, luminescence; inhibition, % at 5.5 µM; 200,000 tested, 0.35% active; AID 920;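 active means inhibition above a set limit, the mean inhibition across all tested compounds plus 3 SD, cut at about 34% in these data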;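 further: 0% = IFN-gamma with DMSO and 100% = IFN-gamma with 300 µM nifuroxazide; values of inactives mirror those of a sister screen read the other way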
bIAP inhibitor = intestinal alkaline phosphatase (bovine) inhibition; purified bovine IAP, CDP-star luminescence, 30 min; inhibition, % at 20 µM; 190,000 tested, under 10 active;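 active means over 50% inhibition of intestinal alkaline phosphatase at 20 µM in the single-dose screen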
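Incubation: 30 min reaction at room temperature / Material: purified bovine intestinal alkaline phosphatase (IAP) enzyme / Input: enzyme at 1/65,000,000 dilution / Dosing: 20 µM single dose / Signal: CDP-star luminescence signal / Reagent: CDP-star chemiluminescent phosphatase substrate, 30 µM final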
bIAP activator = increases bovine intestinal alkaline phosphatase activity. purified bovine IAP, CDP-star luminescence, 30 min; active compounds read high; fold of DMSO-control signal, blank-subtracted. activation factor at 20 µM. 200,000 tested, 0.17% active. AID 1016;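 active means activation factor of 2 or more at 20 µM, a signal rise over negative controls twice the positive control's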
SRC2 TRFRET art = TR-FRET artefact, counter-screen to PPARgamma/SRC-2 agonist assay; TR-FRET ratio at 8 µM; active compounds read high; 200,000 tested, 0.4% active; in the data active means TR-FRET ratio above about 2000; further: inactives centre near 1500
The depositor's hits bear a star; · = not tested or not shown.

SMILES | STAT3 activator | TNAP act hiacc | PPARg SRC-2 ag | STAT3 inh | ROMK mod | PPARg SRC1 recr | PPARg SRC-3 ag | STAT1 inh | bIAP inhibitor | bIAP activator | SRC2 TRFRET art
CCOC(=O)C(=O)Nc1ccc(S(=O)(=O)Nc2ncccn2)cc1 | 101 | 1 | 1 | -1 | 0.83 | 4 | 4 | 1 | 8 | 0.9 | 1564
O=C(CSc1nnc(-c2ccc(F)cc2)o1)Nc1ccc(S(=O)(=O)N2CCCC2)cc1 | 95 | 1 | -1 | 10 | · | 2 | 13 | 1 | 1 | 1 | 1588
Cc1ccc(NCC(=O)N/N=C/c2c[nH]c3ccccc23)cc1 | 95 | 1 | 6 | 11 | 0.99 | -6 | 8 | 3 | 1 | 1 | 1637
Cc1cccc(NC(=O)CCC(=O)N/N=C/c2ccco2)c1 | 99 | 1 | 3 | 2 | 0.56 | 2 | -1 | -7 | 24 | 0.8 | 1552
CCCCCCCCCCCCCCCC(=O)NCCc1c[nH]c2ccccc12 | · | 1 | 1 | · | · | 4 | 2 | 1 | 11 | 0.9 | 1540
COc1ccc(OC)c(C2CC(=O)Nc3n[nH]c(-c4ccccc4)c32)c1 (centres undefined) | 90 | 1 | 5 | 14 | 0.02 | -6 | 0 | 6 | -1 | 1 | 1432
CCOC(=O)c1c(/N=C/N(C)C)sc(/C=N/Nc2ccccc2)c1-c1ccccc1Cl | 76 | 1 | 5 | 31 | · | 2 | -1 | 13 | 24 | 0.8 | 1379
CCSc1nnc(NC(=O)Cc2ccc(OC)c(OC)c2)s1 | 102 | 1 | -16 | 1 | · | 2 | 3 | -2 | 2 | 1 | 1416
CS(=O)(=O)c1ccccc1-c1nc(-c2ccc([N+](=O)[O-])cc2)no1 | 100 | 1 | 3 | 1 | 0.22 | 5 | -3 | -4 | -6 | 1.1 | 1516
CCOc1ccc(N2C(=O)C3=C(C(c4ccc(Cl)cc4)=NCCN3)C2c2cccnc2)cc1 (centres undefined) | 102 | 1 | 0 | 6 | -0.81 | 5 | 5 | 0 | 2 | 1 | 1832
NNc1nc(C(F)(F)F)nc2ccccc12 | 96 | 1 | 5 | 9 | 0.76 | -2 | 0 | -3 | 10 | 0.9 | 1460
O=C(N/N=C/c1ccc(Sc2nc3ccccc3[nH]2)o1)c1ccncc1 | 90 | 1 | 5 | 12 | -0.58 | 12 | 3 | 11 | -2 | 1 | 1589
N#CC(c1ccc(F)cc1)c1ccc(C(=O)c2ccccc2)cc1 (centres undefined) | 90 | 1 | -1 | 16 | -0.74 | 0 | -1 | 1 | · | 0.3 | 1455
COc1cccc(OCCCCCCN2CCOCC2)c1 | 102 | 1.1 | 1 | 4 | 0.058 | -3 | 3 | 7 | 4 | 1 | 1700
Cc1ccc(Nc2nc3ccccc3nc2Nc2c(C)n(C)n(-c3ccccc3)c2=O)cc1 | 98 | 1 | -6 | 6 | 0.47 | -5 | -5 | 4 | 6 | 0.9 | 1651
Cc1ccc(-c2nnnn2-c2ccc(C)cc2)cc1 | 113 | 1 | -3 | -8 | 0.17 | -12 | 4 | 2 | 36 | 0.6 | 1582
O=C(/C=C/c1ccc([N+](=O)[O-])s1)N1CCCCC1 | 100 | 1 | 12 | 12 | -0.26 | 6 | 6 | 8 | -3 | 1 | 1568
O=C1S/C(=C/c2ccc(N3CCOCC3)o2)C(=O)N1Cc1ccc(F)cc1 | 92 | 0.9 | 10 | 14 | · | 7 | 7 | 3 | 11 | 0.9 | 1689
COc1ccc2c(c1OC)C(=O)N1c3ccccc3C(=O)N(c3ccccc3F)C21 (centres undefined) | 85 | 1 | 9 | 23 | 0.92 | 5 | 2 | 48* | 11 | 0.9 | 1639
O=[N+]([O-])c1cccc(Nc2c3ccccc3nc3ccccc23)c1 | 109 | 1 | -1 | -5 | -0.065 | 8 | -1 | 2 | 18 | 0.8 | 1585
N#C/C(=C\c1cn(Cc2ccccc2)c2ccccc12)C(=O)NCc1ccco1 | 91 | 1 | 1 | 10 | -0.046 | 6 | 4 | 3 | 14 | 0.9 | 1572
COc1ccc(CCn2c(N)c(S(=O)(=O)c3cccs3)c3nc4ccccc4nc32)cc1OC | 92 | 1 | 0 | 14 | · | -6 | -1 | -7 | 5 | 0.9 | 1592
COc1ccc2c(c1)c(=O)c(C(=O)c1ccccc1)cn2Cc1ccc(C)cc1 | 100 | 1 | 0 | 0 | 0.13 | -2 | 2 | 13 | 14 | 0.9 | 1496
Cc1cc(Cl)ccc1OCc1nnc2n1CCCCC2 | 99 | 1 | 5 | 3 | 0.31 | 16 | 2 | 4 | -17 | 1.2 | 1746
Cc1ccc(-c2[nH]c(-c3ccc(C(=O)O)cc3)nc2-c2ccccc2)cc1 | 92 | 1 | 5 | 10 | · | 12 | 7 | 14 | 1 | 1 | 1557
Cc1cc(-c2nnc3n2CCCCC3)c(C)n1-c1ccccc1 | 96 | 1.1 | -2 | 9 | -0.26 | 4 | -2 | 1 | 29 | 0.7 | 1428
COc1ccc(Cl)cc1NC(=O)COC(=O)CNC(=O)c1ccc([N+](=O)[O-])c(C)c1 | 99 | 1 | 5 | -2 | 0.02 | 9 | 3 | 2 | -11 | 1.1 | 1918
CC(C)N(C(=O)C(F)(F)F)C(C(=O)NC1CCCCC1)c1ccncc1 (centres undefined) | 99 | 1 | 6 | 4 | · | 4 | 2 | 1 | -5 | 1 | 1458
c1nc(N2CCN(Cc3ccc4c(c3)OCO4)CC2)c2[nH]cnc2n1 | 92 | 1 | 6 | 10 | · | 10 | 9 | 2 | -22 | 1.2 | 1524
O=C(CN1C(=O)c2ccccc2C1=O)Nc1ccc(N2CCOCC2)cc1 | 101 | 1.1 | 4 | 3 | -0.0014 | 2 | -13 | -2 | 3 | 1 | 1565

Copied from the list:
For SRC2 TRFRET art, O=C(CN1C(=O)c2ccccc2C1=O)Nc1ccc(N2CCOCC2)cc1 has the entry 1565
For bIAP activator, Cc1cc(-c2nnc3n2CCCCC3)c(C)n1-c1ccccc1 has the entry 0.7
For PPARg SRC1 recr, COc1ccc(CCn2c(N)c(S(=O)(=O)c3cccs3)c3nc4ccccc4nc32)cc1OC has the entry -6
For PPARg SRC-2 ag, N#C/C(=C\c1cn(Cc2ccccc2)c2ccccc12)C(=O)NCc1ccco1 has the entry 1
For bIAP activator, O=C1S/C(=C/c2ccc(N3CCOCC3)o2)C(=O)N1Cc1ccc(F)cc1 has the entry 0.9

2 neighbouring records already listed:
SMILES | STAT3 activator | TNAP act hiacc | PPARg SRC-2 ag | STAT3 inh | ROMK mod | PPARg SRC1 recr | PPARg SRC-3 ag | STAT1 inh | bIAP inhibitor | bIAP activator | SRC2 TRFRET art
CCOC(=O)c1c(/N=C/N(C)C)sc(/C=N/Nc2ccccc2)c1-c1ccccc1Cl | 76 | 1 | 5 | 31 | · | 2 | -1 | 13 | 24 | 0.8 | 1379
CCSc1nnc(NC(=O)Cc2ccc(OC)c(OC)c2)s1 | 102 | 1 | -16 | 1 | · | 2 | 3 | -2 | 2 | 1 | 1416

Additional structures follow.
SMILES | STAT3 activator | TNAP act hiacc | PPARg SRC-2 ag | STAT3 inh | ROMK mod | PPARg SRC1 recr | PPARg SRC-3 ag | STAT1 inh | bIAP inhibitor | bIAP activator | SRC2 TRFRET art
CCOCCCNC(=O)C1CCN(C(=O)Nc2ccc(C)cc2)CC1 | 107 | 1 | 10 | -5 | -0.046 | 9 | -4 | -4 | 5 | 1 | 1901
O=C(Nc1cccc(Cl)c1N1CCCC1)c1ccc([N+](=O)[O-])o1 | 90 | 1 | 3 | 18 | -0.54 | -2 | 0 | -3 | 1 | 1 | 1503
CCOC(=O)N1N=C(c2ccccc2)CC1(O)C(F)(F)F (centres undefined) | 113 | 1 | -2 | -7 | -0.12 | -6 | 1 | -28 | 2 | 1 | 1607
CCOC(=O)CSc1nnc(COc2cccc(C)c2)o1 | 96 | 1.1 | 0 | 7 | -0.0074 | -8 | 0 | 2 | 9 | 0.9 | 1645
CCCN1C(=O)/C(=C/c2cc(C)n(C)c2C)SC1=Nc1ccc(OC)cc1 | 106 | 1 | 4 | -1 | · | 13 | 4 | 1 | 5 | 0.9 | 1472
CN1CCN(C(=O)c2ccc3ccccc3c2)CC1 | 100 | 1 | -2 | 10 | · | 1 | 7 | -3 | 1 | 1 | 1598
CC1=C(C(=O)N2CCN(c3cc(C)ccc3C)CC2)C2(CCCCC2)OC1=O | 109 | 1.1 | 6 | -11 | -1 | 7 | 3 | 1 | 4 | 1 | 1634
COc1ccc(N(CC(=O)Nc2ccccc2C(N)=O)S(=O)(=O)c2ccc(C)c([N+](=O)[O-])c2)cc1 | 107 | 1.1 | 5 | -7 | 0.31 | -11 | -1 | -13 | 7 | 0.9 | 1456
CCNc1cc(N2CCOCC2)nc(SC)n1 | 121 | 1 | -6 | -11 | -0.063 | -4 | 1 | -3 | -5 | 1.1 | 1582
CCOc1cc(Cl)c(S(=O)(=O)NCc2ccccn2)cc1Cl | 81 | 1.1 | 8 | 22 | 0.99 | 5 | 4 | 16 | -4 | 1 | 1628
O=C(O)CCc1nn2cc(-c3ccccc3)nc2[nH]c1=O | 107 | 1 | 12 | -5 | 0.74 | 7 | 13 | 2 | 1 | 1 | 1545
Cc1nnc(NC(=O)CSc2ncn(-c3ccccc3)n2)s1 | 103 | 1 | -1 | 5 | 0.71 | 2 | 4 | -1 | 8 | 0.9 | 1607
Cc1ccc(S(=O)(=O)n2c3ccc(F)cc3c3nc(C)sc32)cc1 | 100 | 1 | 8 | 0 | -1.3 | 8 | 0 | 7 | -2 | 1 | 1572
Cc1ccc(-c2nnc3n2N=C(c2ccccc2)CS3)cc1 | 102 | 1 | 4 | -2 | · | 6 | 2 | 8 | 18 | 0.8 | 1529
Cn1c(=O)c2c(nc(NCc3ccccc3)n2CCCc2ccccc2)n(C)c1=O | 91 | 1 | -1 | 12 | -3.1 | -1 | -3 | 14 | 9 | 0.9 | 1538
Cc1cc(N2CCN(C)CC2)nc2ccc(NC(=S)N3CCN(c4cccc(Cl)c4)CC3)cc12 | 99 | 1.1 | 2 | 1 | 0.88 | 0 | 2 | -3 | 28 | 0.7 | 1368
CN(C(=O)CS(=O)(=O)c1cccc(Cl)c1)c1ccccc1 | 94 | 1 | 11 | 14 | -1.5 | 2 | 7 | 4 | 16 | 0.8 | 1704
CN(C)c1ccc(C=NCCC2(O)CCOC(C)(C)C2)cc1 (centres undefined) | 100 | 1 | -1 | 4 | 0.038 | -1 | 10 | 7 | 4 | 1 | 1678
COC(=O)c1nn(C23CC4CC(CC(C4)C2)C3)c2c1C(=O)N(c1ccc(F)cc1)C2=O | 103 | 1 | 0 | 2 | · | 5 | 1 | 2 | 8 | 0.9 | 1528
COc1ccc(C(=O)NNC(=O)c2cc3cccc(OC)c3oc2=O)cc1 | 85 | 1 | -4 | 21 | -0.13 | -2 | -1 | 1 | -11 | 1.1 | 1448
CCCCN(C(=O)c1c(C)[nH]c(C(=O)OCC)c1C)c1ccccc1 | 89 | 1 | 3 | 15 | · | -1 | 5 | 7 | -5 | 1 | 1564
